Screening data as filed in PubChem.
DAX1 inh-1 – DAX1 (NR0B1) inhibitors, primary screen, cell-based, HEK293, Gal4-DAX1, luciferase luminescence; 340,000 compounds, 0.99% hits; HEK293 Gal4-DAX1 luciferase reporter; AID 504766, 2011; inhibition, % at 6.75 µM; Nuclear receptor subfamily 0 group B member 1 (Homo sapiens), P51843;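 active means inhibition above the mean over all tested compounds plus 3 SD, cut at about 4.2% in these data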;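 further: 0% = DAX1-transfected cells with DMSO and 100% = empty-vector control cells with DMSO; inhibition shows as a rise in luminescence from relieved DAX1 repression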
Target sequence (P51843 207-470 limits assumed): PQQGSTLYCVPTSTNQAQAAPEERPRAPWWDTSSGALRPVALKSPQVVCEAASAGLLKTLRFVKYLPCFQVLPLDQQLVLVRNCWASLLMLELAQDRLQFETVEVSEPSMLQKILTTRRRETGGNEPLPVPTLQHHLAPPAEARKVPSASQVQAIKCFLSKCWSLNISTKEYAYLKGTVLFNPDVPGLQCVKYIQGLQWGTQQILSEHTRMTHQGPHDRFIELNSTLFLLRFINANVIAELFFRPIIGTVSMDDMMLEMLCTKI
PLCb3 inh – human PLC-beta3 inhibitors, primary screen, biochemical, fluorescence; 1-phosphatidylinositol 4,5-bisphosphate phosphodiesterase beta-3 (Homo sapiens), Q01970; Purified PLC-beta3, fluorogenic substrate; inhibition, % at 12.2 µM; 370,000 compounds, 0.18% hits; in the data active means inhibition above about 11%;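 further: 0% = median of compound wells on plate and 100% = full blocker control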
ssDAF-12 act – S. stercoralis DAF-12 nuclear receptor activators, primary screen, cell-based, luminescence, HEK293, GRIP1 co-expression, lit1-tk-luc; HEK293 ssDAF-12/GRIP1 lit1-tk-luc reporter; % of 3 µM dafachronic acid response; activation, % at 6.8 µM; Nuclear hormone receptor DAF-12 (Strongyloides stercoralis); 370,000 compounds, 1% hits;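 active means activation above the mean over all tested compounds plus 3 SD, cut at about 0.9% in these data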;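 further: 0% = DMSO-only wells and 100% = 3 µM delta7-dafachronic acid wells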
hcDAF-12 act – H. contortus DAF-12 nuclear receptor activators, primary screen, cell-based, luminescence, HEK293, lit1-tk-luc reporter; HEK293 hcDAF-12 lit1-tk-luc reporter; 0% DMSO, 100% Δ7-dafachronic acid; 370,000 compounds, 1.4% hits; activation, % at 6.8 µM; AID 652067, 2013;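 active means activation above the mean of all tested compounds plus 3 SD, cut at about 5.5% in these data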;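 further: 100% = response to 3 µM Δ7-dafachronic acid high control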
DAX1 inh-2 – DAX1 (NR0B1) inhibitors on StAR promoter, primary screen, cell-based, luminescence, SF-1 (NR5A1), full-length DAX-1; HEK293T StAR-luciferase reporter, SF-1/DAX-1 repression relief; inhibition, % at 6.8 µM; 370,000 compounds, 1.1% hits; AID 652010, 2013;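 active means inhibition above the mean over all tested compounds plus 3 SD, cut at about 3.6% in these data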;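 further: 0% = DAX-1 cells with DMSO and 100% = cells lacking DAX-1 with DMSO; higher inhibition means more luminescence from relief of DAX-1 repression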
MBD2 DNA inh – inhibitors of MBD2 binding to methylated DNA, primary screen, biochemical, TR-FRET, DNA-binding domain, human. MBD2 binding to methylated oligonucleotide. inhibition, % at 4.4 µM. 370,000 compounds, 0.31% hits. AID 686964, 2013; in the data active means inhibition above about 13%
ADAM17 inh – ADAM17 inhibitors, primary screen, biochemical, QFRET; Disintegrin and metalloproteinase domain-containing protein 17 (Homo sapiens), P78536; recombinant ADAM17, EDANS/DABCYL FRET peptide cleavage; inhibition, % at 6.95 µM; 370,000 compounds, 0.83% hits;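 active means inhibition above the mean of compounds lying between control limits plus 3 SD, set per campaign, cut at about 8.5% in these data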;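 further: 0% = DMSO-only wells as the low control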
hgDAF12 agonist – H. glycines DAF-12 receptor agonists, primary screen, cell-based, luminescence, HEK293, GAL4 fusion, UAS-luciferase | HEK293 GAL4-hgDAF12 UAS-luciferase reporter, agonist luminescence; normalized to butyrate control | 370,000 compounds, 1.8% hits | AID 687014, 2013 | activation, % at 6.8 µM | Nuclear hormone receptor DAF-12 (Heterodera glycines), GAL4 fusion;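 active means activation above a cutoff set at the mean of all screened compounds plus 3 SD, cut at about 10% in these data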;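 further: 0% = DMSO wells and 100% = sodium butyrate wells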
Rev-erbA mod – modulators of Rev-erb alpha DNA binding, primary screen, biochemical, FITC-DNA, fluorescence polarization, uHTS; Rev-erbα–FITC-DNA binding, 90 min; activity, % at 10 µM; 370,000 compounds, 0.79% hits; AID 1259318, 2017;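 active means activity above about 14%, limit read from the data; passing the limit was not always enough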;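 further: 0% = DMSO wells with 35 nM protein and 100% = DMSO wells with 750 nM protein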
Target sequence (P20393 whole entry, looked up): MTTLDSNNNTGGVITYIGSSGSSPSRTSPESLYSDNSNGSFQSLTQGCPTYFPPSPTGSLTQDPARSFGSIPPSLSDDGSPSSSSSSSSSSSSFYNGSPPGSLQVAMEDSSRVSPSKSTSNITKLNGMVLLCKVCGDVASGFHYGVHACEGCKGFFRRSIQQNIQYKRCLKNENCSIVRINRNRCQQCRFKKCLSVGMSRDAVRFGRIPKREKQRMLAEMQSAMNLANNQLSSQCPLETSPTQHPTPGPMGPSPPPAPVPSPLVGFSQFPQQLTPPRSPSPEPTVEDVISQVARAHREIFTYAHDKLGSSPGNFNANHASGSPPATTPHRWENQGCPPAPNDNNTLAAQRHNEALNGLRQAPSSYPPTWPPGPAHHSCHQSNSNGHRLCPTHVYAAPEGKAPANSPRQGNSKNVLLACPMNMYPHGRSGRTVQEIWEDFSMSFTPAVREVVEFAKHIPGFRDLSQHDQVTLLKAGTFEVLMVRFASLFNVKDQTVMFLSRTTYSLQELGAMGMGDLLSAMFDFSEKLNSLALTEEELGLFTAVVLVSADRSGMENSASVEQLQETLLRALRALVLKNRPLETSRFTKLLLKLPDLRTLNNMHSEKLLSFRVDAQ
PLC-gamma1 inh – PLC-gamma1 enzyme inhibitors, primary screen, biochemical, fluorescence, purified enzyme; 1-phosphatidylinositol 4,5-bisphosphate phosphodiesterase gamma-1 (Homo sapiens), P19174; fluorogenic substrate; inhibition, % at 12.2 µM; 370,000 compounds, 0.84% hits; in the data active means inhibition above about 9.5%
SMARCA2 activ – SMARCA2 (BRM) function activators, primary screen, cell-based, luminescence, high throughput. activation, % at 9.1 µM. MG213 cells, MMTV-luciferase reporter, dexamethasone, overnight. AID 652017, 2013. 370,000 compounds, 1% hits; in the data active means activation above about 7.8%;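 further: 0% = vehicle wells and 100% = reference activator wells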
* = called active by the depositor; x = no result given.

SMILES	DAX1 inh-1	PLCb3 inh	ssDAF-12 act	hcDAF-12 act	DAX1 inh-2	MBD2 DNA inh	ADAM17 inh	hgDAF12 agonist	Rev-erbA mod	PLC-gamma1 inh	SMARCA2 activ
CC(=O)C1=C(C)NC(SCC(N)=O)=C(C#N)C1c1ccco1 (stereo unspecified)	0.1	-19	-1.8	1.9	-0.9	0	-5	-1.2	6	-10	0
COC(=O)C1=C(C)N(Cc2ccc(Cl)cc2)C(=S)NC1c1ccccc1 (stereo unspecified)	x	-1	-1.2	-0.2	-0.4	-2	3	0.5	5	1	-3
Cc1cc(C)nc(/N=C(\N)Nc2ccc(OCc3ccccc3)cc2)n1	-5.3	1	-2.3	-3.7	-2.5	1	-2	-9.3	1	0	-3
CCc1c(O)nc(SCC(=O)Nc2ccccc2)n(-c2ccccc2C)c1=O	1.3	-4	-1.1	1.1	0.1	4	2	-0.2	3	-1	-2
Cc1cccc(Nc2nc(N)nc(CN3CCN(c4ccccc4F)CC3)n2)c1	-1.8	0	-1.6	-2.3	-0.2	-1	0	-3.3	-4	-2	-3
CCOC(=O)N1CCN(C(=O)C[C@@H]2C[C@@]3(C(=O)OCC)CCC=C3N(Cc3cccc4ccccc34)C2=O)CC1	x	0	-0.3	-1.1	-1.2	-1	-2	4.2	-7	2	-1
COc1cccc(C(C)(O)c2nc(-c3ccc(F)cc3OC)cs2)c1 (stereo unspecified)	x	-1	0.1	-2.0	-1.1	-9	6	0.3	5	1	1
FC(F)(F)c1cnc(-c2cnc3c(-c4ccc(Cl)cc4)cnn3c2)c(Cl)c1	1.6	4	-1.6	-0.3	-0.3	-3	0	1.6	5	0	3
Cn1c(CCN2CCCCC2)nc2cc([N+](=O)[O-])ccc21	2.9	6	-1.6	0.3	0.2	1	0	-3.6	-11	4	3
O=C(CCCC(=O)c1ccc(O)cc1)c1ccc(O)cc1	1.7	-6	0.7	3.8	2.2	3	-4	11*	-2	-3	3
CCN(CC)S(=O)(=O)c1ccc(C2=NOC3(C2)N(C)c2ccccc2C3(C)C)cc1 (stereo unspecified)	-1.7	-1	-1.6	-2.9	0.7	7	-1	-9.3	6	2	0
CCC1CCCCN1C(=O)CSc1nc(N)cc(=O)[nH]1 (stereo unspecified)	-0.2	-5	-1.4	-0.7	-0.2	1	-2	-0.1	-3	-2	-3
CCCCNCC(O)(c1ccc(Cl)cc1)c1ccc(Cl)cc1	0.1	4	-1.4	0.4	0.2	2	1	-1.1	4	2	-1
CCn1cc(CN2CCC(n3nccc3NC(=O)CCCc3ccccc3)CC2)cn1	1.4	-7	-0.1	-0.2	0.5	-1	-4	-0.1	-2	-2	1
O=C(N/N=C/c1ccccc1)c1cc[n+]([O-])cc1	3.6	-6	-1.2	-0.6	-0.2	0	-1	-1.6	-3	-1	-3
Cc1cnc(CN(C)C(=O)C2CCC(=O)N(CCc3ccc(Cl)cc3)C2)[nH]1 (stereo unspecified)	0.6	1	-0.6	0.7	-1.1	6	-1	1.4	-2	1	-3
Cc1cccc(NC(=S)NNC(=O)c2ccc(Br)o2)c1	-0.1	-2	-0.7	-0.3	-0.1	4	-1	4.4	1	0	2
O=C(CSc1nnc2ccccn12)NCCc1ccc(F)cc1	-0.4	-8	-1.7	-1.0	0.5	-1	-5	0.4	7	-2	-1
COc1cc(NC(=O)CSc2nccc(C)n2)c(C(=O)O)cc1OC	1.1	1	-0.4	0.2	-0.3	-4	-2	-2.1	-2	-1	-3
CCOC(=O)C1(C)NC(c2cccs2)C2C(=O)N(c3ccc(OC)cc3)C(=O)C21 (stereo unspecified)	x	0	-0.8	-1.4	-0.3	2	-5	-4.4	8	0	1
O=C(c1ccc(Cl)cc1)N1CCC2CC1c1cc(-c3ccccc3)ccc12 (stereo unspecified)	3.5	1	-1.1	-1.4	0.3	-3	4	0.7	1	2	7
O=C(CCSCc1ccc(Cl)cc1)NCc1ccco1	0.0	-8	-1.2	-1.2	0.1	-4	1	-2.3	-5	-1	0
O=C(Cc1ccc([N+](=O)[O-])cc1)N1CCc2ccccc2C1	1.2	-2	-0.7	1.0	0.1	3	2	-1.9	5	1	-4
CC(C)(C)[C@@H]1C=C(C(N)=O)O[C@H](OCc2ccc(CO)cc2)C1	-0.5	-4	-1.3	-2.1	-0.6	-3	-3	-3.7	0	-4	-1
Cc1ccc(NS(=O)(=O)c2cc(C(=O)N(C)C)ccc2C)cc1C	-0.1	2	-1.3	-1.6	-0.2	-4	-2	-4.5	-5	-1	-2

Brought forward from above: 2 entries; new compounds follow.
SMILES	DAX1 inh-1	PLCb3 inh	ssDAF-12 act	hcDAF-12 act	DAX1 inh-2	MBD2 DNA inh	ADAM17 inh	hgDAF12 agonist	Rev-erbA mod	PLC-gamma1 inh	SMARCA2 activ
CC(C)(C)[C@@H]1C=C(C(N)=O)O[C@H](OCc2ccc(CO)cc2)C1	-0.5	-4	-1.3	-2.1	-0.6	-3	-3	-3.7	0	-4	-1
Cc1ccc(NS(=O)(=O)c2cc(C(=O)N(C)C)ccc2C)cc1C	-0.1	2	-1.3	-1.6	-0.2	-4	-2	-4.5	-5	-1	-2
Cc1ccc(-n2c(SCC(=O)N3Cc4ccccc4CC3C(=O)O)nnc2-c2cccnc2)c(C)c1 (stereo unspecified)	1.2	1	-1.5	-1.1	-0.3	-4	1	2.5	0	0	1
S=C1NCCc2ccccc2C1c1ccccc1Cl (stereo unspecified)	-0.9	-2	-0.6	-1.2	-0.3	4	-2	-1.6	2	1	-4
O=C(NCc1ccc(Cl)c(Cl)c1)c1ccc2c(c1)OCO2	1.6	-1	-0.5	-1.1	0.0	0	-2	2.0	4	5	-1
CC(=O)Nc1ccc(S(=O)(=O)NCCC(=O)OCc2nnc(-c3ccccc3)o2)cc1	-1.2	1	-0.7	-1.5	0.8	1	-1	4.2	-6	-2	-3
O=C(CCN1C(=O)c2ccccc2C1=O)NCc1ccco1	-1.4	2	-1.5	-0.4	0.3	-6	-3	-1.5	0	1	-1
CCC(C)C(NC(=O)C(C)NC(=O)CNC(=O)OC(C)(C)C)C(N)=O (stereo unspecified)	0.6	2	-0.8	-1.2	0.3	-2	-5	-0.3	-1	-2	-1
COc1ccc(S(=O)(=O)N2CCC(C(=O)Nc3ccc(S(=O)(=O)N4CCCC4)cc3)CC2)cc1OC	-1.3	-1	-1.9	1.5	-0.9	-3	7	-2.9	-3	3	3
CNC(=S)N(CCO)Cc1cc2cc3c(cc2[nH]c1=O)OCCO3	-0.1	-51	-1.1	-0.4	0.8	3	-104	2.0	0	-26	-1
CC(=O)c1ccc2c3c(cccc13)C(=O)N(CCc1ccccc1)C2=O	0.0	-5	3.0*	8.4*	1.0	5	-2	8.4	4	0	7
O=C(CSc1nnc2ncccn12)Nc1cccc2ccccc12	-0.4	-4	-1.2	-0.9	-0.2	-1	0	1.9	-5	1	-1
CCCCc1nc2cc(C(=O)NCc3nccn3CC)ccc2o1	0.8	-8	-1.0	1.8	0.0	-2	-7	3.4	4	-1	-2
CN(C)CCNC(=O)c1cccc(-c2cnc3c(NC=O)cc(-c4cccc(C(F)(F)F)c4)cn23)c1	x	-49	-1.1	-3.0	0.5	4	-7	-0.9	-7	-34	21*
CCn1c(SCC(=O)NC(=O)Nc2ccc3c(c2)OCCO3)nnc1-c1cccs1	0.5	1	-1.0	0.4	-0.9	5	-1	1.0	1	2	4
COc1ccc(CNC(=O)c2onc(C)c2Cl)cc1	0.6	7	-0.4	1.6	-0.1	-2	0	4.3	-5	2	-1
Cc1ccc(C(=O)COC(=O)c2ccc3c(c2)C(=O)N(c2cccc4ncccc24)C3=O)cc1	-1.5	0	-1.4	-0.6	-0.3	7	1	-0.4	-8	1	1
Cc1ccc(SCc2nc(-c3cccnc3)no2)cc1	0.4	-3	-0.4	0.4	-0.3	6	-3	0.2	-4	2	4
Cc1ccc(-c2onc3ccc(Br)cc23)cc1	1.4	-10	0.2	1.9	1.2	0	-6	0.0	3	1	-2
CCCOc1ccc2oc(=O)c3c(c2c1)CCCN3C(=O)CN1CCN(c2ncccn2)CC1	0.1	-7	-1.1	2.8	-1.6	0	-6	1.1	-3	-6	2
CC(=O)Nc1ccc2nc(-c3cccn3C)[nH]c2c1	2.4	-14	-0.8	0.5	0.1	2	-13	7.0	0	-6	4
CCOC(=O)C1=C(C)NC(=O)NC1c1ccccc1OCc1c(F)cccc1Cl (stereo unspecified)	-1.6	-4	-1.6	-1.7	-1.8	0	3	-2.2	3	-1	-4
O=S1(=O)C=CC(N2CCOCC2)C1 (stereo unspecified)	0.7	4	-1.1	0.5	-0.2	-2	1	-1.1	-4	3	1
O=C1c2cccnc2Oc2ccc(Cl)cc2N1Cc1ccc(F)cc1	-0.7	1	-1.4	-1.6	0.7	2	1	-3.0	0	0	-3
CCCc1nc2ccccc2n1C(C)C(=O)NC(C)(C)C (stereo unspecified)	x	1	-0.5	0.4	1.4	1	-8	5.4	10	1	1
Cc1cc(C)c(C(=O)/C=C/c2ccc(C(C)C)cc2)c(=O)[nH]1	-2.5	2	-1.7	-2.8	-3.7	1	-1	-2.3	4	-1	-6
Cc1nc2ccc(S(=O)(=O)N(C)CC(=O)NC(C)c3ccccc3)cc2s1 (stereo unspecified)	-0.1	-1	-1.4	-3.5	-0.1	-2	-2	-1.2	6	-1	1
CN(C)S(=O)(=O)c1ccc(C(=O)NCCSc2ccc(Br)cc2)cc1	-2.8	4	-1.0	-1.5	-0.5	3	4	0.0	7	10*	-3
O=C(Cc1ccccc1)NCCS(=O)(=O)N1CCN(c2cccc(Cl)c2)CC1	-1.5	-23	-1.1	-0.6	0.8	-3	-2	0.2	-1	0	3
COc1ccc(N=C2NC(=O)/C(=C/C=C/c3ccccc3)S2)cc1	3.5	-5	-1.6	0.4	-0.4	0	1	-0.7	4	1	-1
Cc1ccccc1C(=O)NNC(=O)c1ccc(Br)cc1	0.8	1	-0.4	1.2	0.5	1	-3	3.5	-6	-1	9.0*

Single entries from the entries so far:
CNC(=S)N(CCO)Cc1cc2cc3c(cc2[nH]c1=O)OCCO3 in DAX1 inh-1 is entered as -0.1
O=C(CSc1nnc2ncccn12)Nc1cccc2ccccc12 in hgDAF12 agonist is entered as 1.9
Cc1ccc(NS(=O)(=O)c2cc(C(=O)N(C)C)ccc2C)cc1C in ssDAF-12 act is entered as -1.3
CC(=O)C1=C(C)NC(SCC(N)=O)=C(C#N)C1c1ccco1 (stereo unspecified) in hgDAF12 agonist is entered as -1.2
